# ERa SRC1 inh – ER-alpha (human) coactivator binding inhibition | P03372 | actives 1.7% (n = 86,000) | inhibition, % at 25.6 µM | TR-FRET ER-alpha LBD / SRC-1 peptide, estradiol-bound | AID 629; in the data active = inhibition above about 50%;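 note: 0% = receptor plus peptide control and 100% = peptide only without receptor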
# Target sequence (P03372 whole entry, looked up, the tested form may be a part): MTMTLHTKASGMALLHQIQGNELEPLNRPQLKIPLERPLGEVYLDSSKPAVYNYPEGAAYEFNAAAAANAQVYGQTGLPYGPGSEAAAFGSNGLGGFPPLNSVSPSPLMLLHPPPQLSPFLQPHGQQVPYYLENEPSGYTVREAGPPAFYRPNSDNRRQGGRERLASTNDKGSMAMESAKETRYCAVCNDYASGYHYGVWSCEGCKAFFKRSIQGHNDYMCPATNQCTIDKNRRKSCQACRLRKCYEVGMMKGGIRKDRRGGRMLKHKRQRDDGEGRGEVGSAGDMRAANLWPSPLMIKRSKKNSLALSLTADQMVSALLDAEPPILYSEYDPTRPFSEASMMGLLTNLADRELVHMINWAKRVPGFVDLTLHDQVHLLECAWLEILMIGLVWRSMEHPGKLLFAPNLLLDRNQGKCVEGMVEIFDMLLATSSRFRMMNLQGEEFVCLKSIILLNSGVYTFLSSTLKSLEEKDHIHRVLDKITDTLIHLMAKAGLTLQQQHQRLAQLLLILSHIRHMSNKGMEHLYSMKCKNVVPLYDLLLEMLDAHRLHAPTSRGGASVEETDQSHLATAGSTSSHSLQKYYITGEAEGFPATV
# Fibroblast inh – blocks proliferation of human lung fibroblasts; actives 1.1% (n = 85,000); LL 47 human lung fibroblast viability, ATP luminescence; active compounds read low; viability, % at 10 µM;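 active = viability at or below 50% in the single dose screen; inactive = viability above 50%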;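 note: compound exposure lasted 72 h before the ATP readout; 100% = median luminescence of untreated cell-only wells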
#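 Assay system: human lung fibroblast line LL 47, low passage. Input: 1,150 fibroblasts seeded per well. Times: overnight cell rest, 72 h compound treatment at 37 °C. Evaluation: % viability of median cell-only signal. Technique: luminescent ATP detection, CellTiter-Glo. Control set: cell-only wells, no compound.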
# Smad3 inh – inhibitors of human Smad3 transcription factor binding; P84022; TR-FRET Smad3/Dy647-FoxH1 peptide binding, europium anti-His; inhibition, % at 25 µM; actives 0.29% (n = 88,000); AID 630;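 active = compounds that reduce the energy-transfer binding signal between the protein and its labelled peptide by more than half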;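 note: 0% = Smad3 plus labelled peptide maximal FRET and 100% = peptide-only background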
# Target sequence (P84022 whole entry, looked up): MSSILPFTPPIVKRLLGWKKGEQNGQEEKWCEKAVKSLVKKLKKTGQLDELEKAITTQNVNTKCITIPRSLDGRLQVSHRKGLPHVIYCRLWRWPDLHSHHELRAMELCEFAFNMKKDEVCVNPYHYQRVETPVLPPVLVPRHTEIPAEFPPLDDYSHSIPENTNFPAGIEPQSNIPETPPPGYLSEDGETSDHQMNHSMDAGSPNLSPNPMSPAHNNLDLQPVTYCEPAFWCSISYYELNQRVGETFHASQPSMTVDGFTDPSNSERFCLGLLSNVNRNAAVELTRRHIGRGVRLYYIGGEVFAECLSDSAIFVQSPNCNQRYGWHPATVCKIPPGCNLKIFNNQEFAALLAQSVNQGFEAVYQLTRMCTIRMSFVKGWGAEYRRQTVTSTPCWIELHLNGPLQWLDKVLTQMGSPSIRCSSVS
# ERb coact inh – blocks coactivator binding to human estrogen receptor beta | TR-FRET ER-beta LBD / SRC1-Cy5 peptide binding; receptor agonist-loaded with 1 µM estradiol | inhibition, % at 25.6 µM | actives 1.3% (n = 86,000);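 active = compounds whose percent inhibition of the receptor-coactivator binding signal exceeds about 50% in the single-dose screen, limit read from the data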;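 note: 0% = receptor plus peptide wells without compound and 100% = peptide-only wells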
# MT1-MMP txn act – MT1-MMP promoter transcription activation; actives 0.16% (n = 86,000); activation factor at 10 µM; AID 750; HT1080 MT1-MMP promoter luciferase reporter, luminescence, overnight; active compounds read high;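 active = activation factor of at least 2 for MT1-MMP transcription at 10 µM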
# HUVEC prolif 384 – blocks proliferation of human endothelial cells; viability, % at 10 µM (by protocol); HUVEC proliferation, CellTiter-Glo luminescence, 72 h; active compounds read low; actives 1.1% (n = 86,000);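 active = viability at or below 30%; inactive = viability above 30%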;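 note: 100% = median luminescence of DMSO-only cell control wells on each plate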
# H69AR inhibit – blocks growth of human H69AR lung tumor cells | H69AR lung tumor viability, ATP luminescence, 72 h; active compounds read low | viability, % at 10 µM | actives 6% (n = 85,000);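 active = viability at or below 40%; inactive = viability above 40%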;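 note: multidrug resistant small cell line overexpressing MRP-1 efflux transporter; 100% = mean luminescence of untreated control wells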
# CD11b adhes enh – increases human CD11b/CD18 adhesion to fibrinogen; P05107+P11215; K562 CD11b/CD18 adhesion to fibrinogen, ATPlite luminescence; activation, % at 10 µM; actives 0.07% (n = 93,000); AID 1499;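 active = 10 µM primary screen giving 50% or more activity, confirmed by 40% or more on retest at that dose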; note: strong numbers were not always called active
# ERa coact pot – ER-alpha (human) coactivator binding potentiation; actives 1.3% (n = 86,000); P03372; AID 639; TR-FRET ERalpha-LBD/SRC-Cy5 coactivator binding, 2 h; 100 = basal binding, no effect; coactivator binding (% of control), % at 25.6 µM; in the data active = activity above about 200%;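 note: binding measured in presence of low estradiol as agonist stimulus; 0% = peptide alone without receptor and 100% = receptor with peptide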
# The depositor's hits bear a star; · = no result given; [ ] = another dose, or the depositor's remark. An excerpt; count on the stated rates, not on these rows.
# Each structure is followed by: ERa SRC1 inh, Fibroblast inh, Smad3 inh, ERb coact inh, MT1-MMP txn act, HUVEC prolif 384, H69AR inhibit, CD11b adhes enh, ERa coact pot
(1) CCCCOc1ccc(CSc2ncn[nH]2)cc1
→ -1, 95, -6, -7, 1, 88, 87, -1, 107
(2) CCS(=O)(=O)N1CCC(C(=O)NCCCOC)CC1
→ -4, 103, -7, -14, 1.8, 106, 100, ·, 114
(3) O=C(NC1CCCCC1)N(Cc1cc2cc3c(cc2[nH]c1=O)OCCO3)C1CCCCC1
→ 8, 85, -16, -7, 0.9, 85, 36*, 4, 87
(4) O=c1c2ccccc2nc2n1CCCCC2
→ -8, 105, 9, -9[fluorescence artefact?], 1.2, 88, 90, 5, 115
(5) COc1ccc(CCNc2nc(N3CCOCC3)nc(N3CCOCC3)n2)cc1OC
→ 14, 94, -11, 12, ·, 102, 79, 0, 102
(6) CCOC(=O)c1ccccc1NC(=O)CSc1nnc(Cc2cccn2C)n1-c1ccc(C)cc1
→ 0, 95, -4, -8, 1.1, 90, 85, 0, 113
(7) CC1CCN(S(=O)(=O)c2ccc(NC(=O)CSc3ncccc3C(=O)O)cc2)CC1
→ -5, 100, 9, -9[fluorescence artefact?], 1.3, 102, 102, -2, 142
(8) CC1CCCC/C1=N/Nc1ccc([N+](=O)[O-])cc1[N+](=O)[O-] (centres undefined)
→ -9, 94, -6, -3, 1.1, 92, 80, -1, 84
(9) CC(N=c1ccccn1C(=O)Nc1ccc(Cl)cc1)c1ccco1 (centres undefined)
→ 8, 103, 5, 4, 1.4, 96, 100, 0, 103[fluorescence artefact?]
(10) CS(=O)(=O)N1CCCC(C(=O)N2CCOCC2)C1 (centres undefined)
→ -2, 103, -8, 7, 1.1, 96, 103, 4, 107
(11) CCSc1ncc(C#N)c(N)n1
→ -7, 99, -1, -2, 1.2, 83, 91, -2, 112
(12) Cc1ccc(CC2CC(=O)N(CCc3ccc4c(c3)OCO4)C2=O)cc1 (centres undefined)
→ 23, 95, -14, 8[fluorescence artefact?], 1.1, 100, 77, -1, 128
(13) CCN1CCN(Cc2ccc(NC(=O)Nc3ccc(SC)cc3)cc2)CC1
→ -7, 93, 0, -20, 1.8, 86, 72, ·, 90
(14) N#CCCN1CCN(S(=O)(=O)c2ccc(S(=O)(=O)N3CCOCC3)cc2)CC1
→ -8, 95, 4, -9, 1.1, 89, 96, -1, 121
(15) Cc1ccccc1CSc1nnc(C)n1N
→ -1, 98, 8, -8, 1.1, 93, 95, 0, 92
(16) CCOC(=O)Cn1cc(C(=O)OC)c2ccccc21
→ 0, 103, 3, -7, 1.3, 101, 94, 2, 104
(17) Cc1ccc(N(CC(=O)N2CCN(c3ccc(F)cc3)CC2)S(=O)(=O)c2c(C)nn(C)c2C)cc1
→ -1, 91, -8, -10, 1.1, 83, 63, 0, 108
(18) Cc1ccc2oc(=O)n(CCCOc3ccccc3)c2c1
→ -5, 97, 0, 1, 1.6, 121, ·, -1, 133
(19) CN(CC(=O)NCC1CCCO1)S(=O)(=O)c1cc(Cl)ccc1Cl (centres undefined)
→ 13, 105, -9, 13, 1.2, 104, 65, -4, 67
(20) CCOc1cc(C)c(Cl)cc1S(=O)(=O)N(CC)CC
→ 8, 110, 3, 2, ·, 92, 79, 0, 110
(21) Cn1nc(-c2ccccc2)c(-c2nc(-c3ccc(Cl)cc3)no2)c1Cl
→ 8, 96, 3, 1, 1.1, 78, 34*, -3, 101
(22) Cc1nc2ccccc2c(=O)n1NC(=O)Nc1ccccc1
→ -17, 96, 4[fluorescence artefact?], -24, 1.1, 93, 91, 5, 104
(23) O=C(NCc1ccco1)c1ccc2c(=O)n(CC3CCCO3)c(=S)[nH]c2c1 (centres undefined)
→ -6, 99, -11, -1, 1.2, 80, 79, ·, 113
(24) O=C(CN1CCN(C(=O)c2cccs2)CC1)NC1CCCCC1
→ 2, 97, 3, -7[fluorescence artefact?], 1.1, 102, 98, 1, 136
(25) COC1(OC)C(/C=C/c2ccc(Cl)cc2)C(C#N)(C#N)C1(OC)OC (centres undefined)
→ -4, 52, 3[fluorescence artefact?], -2, 1, 7.0*, -0.4*, ·, 107
(26) CC(C)c1cc(NCC2CCCO2)n2c(nc3ccccc32)c1C#N (centres undefined)
→ -3, 95, 0, -2, 1.1, 80, 9.7*, -1, 106
(27) CCCCC(=O)Nc1cccc2c1C(=O)N(c1ccccc1)C2=O
→ -3, 90, 5, -4, 1.1, 98, 96, 0, 125
(28) COCCCN1C(=O)C(=O)/C(=C(/O)c2ccc(OC(C)C)cc2)C1c1cccnc1 (centres undefined)
→ 4, 100, 19[fluorescence artefact?], -4, 1, 105, 101, 3, 97
(29) Cc1ccc(NC(=O)Cn2nc(C(F)(F)F)c3c2CCC3)cc1
→ 0, 105, 6, -34, 1.1, 99, 110, -6, 92
(30) C=CCOc1ccc(Cl)cc1C(=O)O
→ -33, 126, 2, -36, 1.2, 97, 91, -6, 104
(31) C=CCn1c(CC(=O)OC)csc1=Nc1ccc(C(C)=O)cc1
→ -9, 100, 2, 8, 1.5, 115, 63, -2, 91
(32) COc1ccc(N(CC(=O)Nc2cccc(SC)c2)S(C)(=O)=O)cc1Cl
→ 3, 101, -6, 8[fluorescence artefact?], 1.1, 80, 79, 2, 100[fluorescence artefact?]
(33) C#CCSc1nccc(-c2nn(-c3ccc(C)cc3)ccc2=O)n1
→ 1, 83, 0, 6, 1.1, 64, 17*, 0, 88[fluorescence artefact?]
(34) Cc1cn2c(nc1=O)OC1C(O)C(COC(=O)c3ccccc3)OC12 (centres undefined)
→ 11, 106, 5, -1, 1, 94, 96, 0, 93
(35) NC(=O)c1ccccc1NS(=O)(=O)c1cccs1
→ -14, 95, 7, -7, 1.1, 91, 97, -2, 115
(36) CSc1nc2nc3c(cn2n1)C(=O)CC(c1ccccc1)C3 (centres undefined)
→ 23[fluorescence artefact?], 99, 9, 0, 1, 101, 85, -6, 80
(37) CC(=O)OC1COC(n2ccc3cc([N+](=O)[O-])ccc32)C(OC(C)=O)C1OC(C)=O (centres undefined)
→ -5, 92, 10, 3, 1.2, 101, 90, ·, 98
(38) O=C(Nc1cccc(C(=O)N2CCCC2)c1)c1ccccc1Cl
→ 5, 99, -2, -6, 1.3, 86, 93, -6, 84
(39) Cc1ccc(N(CC(=O)Nc2ccc(C)cn2)S(=O)(=O)c2c(C)nn(C)c2C)cc1
→ -2, 95, 5, -4[fluorescence artefact?], 1.2, 86, 97, -2, 92[fluorescence artefact?]
(40) Cn1c(N)c(C(=O)COC(=O)C23CC4CC(CC(C4)C2)C3)c(=O)n(C)c1=O
→ 3, 106, 2, -7, 1.1, 99, 97, -3, 91
(41) C[C@H](C(=O)C=[N+]=[N-])N1C(=O)c2ccccc2C1=O
→ 1[fluorescence artefact?], 111, 9, -8[fluorescence artefact?], 1.2, 101, 96, -4, 100[fluorescence artefact?]
(42) CCOC(=O)C1=C(N)Oc2c(oc(CO)cc2=O)C1c1ccc(F)cc1 (centres undefined)
→ 3, 97, 9[fluorescence artefact?], 1, 1.2, 92, 81, ·, 97
(43) COC(=O)c1ccc(NC(=O)CSc2nc3ccccc3c(=O)[nH]2)cc1
→ 2, 84, -8[fluorescence artefact?], 10, 0.9, 70, 92, -2, 118
(44) NC(=O)C1CCN(C2CC(=O)N(Cc3ccc(N4CCCC4=O)cc3)C2=O)CC1 (centres undefined)
→ 0, 104, -24, -3, 1.2, 94, 66, -1, 81
(45) Cc1ccc(C(C#N)c2ccc(C(=O)c3ccc(F)cc3)cc2)cc1 (centres undefined)
→ 6[fluorescence artefact?], 104, -6, 0[fluorescence artefact?], 1.2, 17*, 96, -6, 103
(46) COC(=O)C1=C(C)NC2=C(C(=O)CCC2)C1c1cccc(C)n1 (centres undefined)
→ -4[fluorescence artefact?], 110, 0, -6[fluorescence artefact?], 1, 99, 99, 0, 95
(47) CCN(CC)S(=O)(=O)c1ccc2oc(C(=O)Nc3ccc(OC)cc3OC)c(C)c2c1
→ -5, 96, 11, 0, 1.1, 77, 85, -1, 110
(48) O=C(NC1CCCCC1)C1c2ccccc2C(=O)N1Cc1ccco1 (centres undefined)
→ -36, 95, 5, -14, 1.1, 98, 90, -3, 90
(49) NS(=O)(=O)c1ccc(S(=O)(=O)N(Cc2ccccc2F)CC2CCCO2)cc1 (centres undefined)
→ 5, 96, 9, -4, 1.2, 105, 93, 1, 120
(50) CCOC(=O)CC1C(=O)NCCN1C(=O)c1ccc(F)cc1F (centres undefined)
→ -3, 100, 1, 8, 1.2, 93, 88, -4, 94
(51) O=C(NCc1ccco1)c1n[nH]c(=O)c2ccccc12
→ 3, 101, 22, -2, 1, 95, 108, -1, 109
(52) O=C(NCCc1ccccc1)c1nc2c(nnn2Cc2ccccc2Cl)c(=O)[nH]1
→ -1, 102, -5, 6, 1.1, 87, 98, ·, 115
(53) O=C(NCc1cccs1)C1CCN(S(=O)(=O)c2ccc(Br)s2)CC1
→ -1, 102, -6, -1, ·, 102, 89, -6, 87
(54) CCC(=O)Nc1ccc(F)c(Cl)c1
→ 3, 106, 9, -12, 1, 107, 95, -2, 99[fluorescence artefact?]
(55) Cc1nc2cc(-c3ccccc3)nn2c(C)c1CCC(=O)NCc1ccco1
→ 80*[fluorescence artefact?], 103, 1, 10, ·, 99, 44, 0, 98
(56) O=S(=O)(c1ccccc1)N1CCN(c2ncnc3sc(-c4ccccc4)cc23)CC1
→ -1[fluorescence artefact?], 93, -2, 20[fluorescence artefact?], 1.2, 91, 99, -3, 187
(57) COc1ccc(CNC(=O)c2c(C)nc3ccccn23)cc1
→ -3, 92, 5, -4, 1.3, 91, 78, ·, 111

# Structural class, the entries above with fluorine
# Each structure is followed by: ERa SRC1 inh, Fibroblast inh, Smad3 inh, ERb coact inh, MT1-MMP txn act, HUVEC prolif 384, H69AR inhibit, CD11b adhes enh, ERa coact pot
(17) Cc1ccc(N(CC(=O)N2CCN(c3ccc(F)cc3)CC2)S(=O)(=O)c2c(C)nn(C)c2C)cc1
→ -1, 91, -8, -10, 1.1, 83, 63, 0, 108
(29) Cc1ccc(NC(=O)Cn2nc(C(F)(F)F)c3c2CCC3)cc1
→ 0, 105, 6, -34, 1.1, 99, 110, -6, 92
(42) CCOC(=O)C1=C(N)Oc2c(oc(CO)cc2=O)C1c1ccc(F)cc1 (centres undefined)
→ 3, 97, 9[fluorescence artefact?], 1, 1.2, 92, 81, ·, 97
(45) Cc1ccc(C(C#N)c2ccc(C(=O)c3ccc(F)cc3)cc2)cc1 (centres undefined)
→ 6[fluorescence artefact?], 104, -6, 0[fluorescence artefact?], 1.2, 17*, 96, -6, 103
(49) NS(=O)(=O)c1ccc(S(=O)(=O)N(Cc2ccccc2F)CC2CCCO2)cc1 (centres undefined)
→ 5, 96, 9, -4, 1.2, 105, 93, 1, 120
(50) CCOC(=O)CC1C(=O)NCCN1C(=O)c1ccc(F)cc1F (centres undefined)
→ -3, 100, 1, 8, 1.2, 93, 88, -4, 94
(54) CCC(=O)Nc1ccc(F)c(Cl)c1
→ 3, 106, 9, -12, 1, 107, 95, -2, 99[fluorescence artefact?]

# Results in Fibroblast inh and Smad3 inh, for some of the entries so far:
entry | Molecule | Fibroblast inh | Smad3 inh
55 | Cc1nc2cc(-c3ccccc3)nn2c(C)c1CCC(=O)NCc1ccco1 | 103 | 1
56 | O=S(=O)(c1ccccc1)N1CCN(c2ncnc3sc(-c4ccccc4)cc23)CC1 | 93 | -2
